Assay outcomes from PubChem.
SW480 rereplic: A quantitative high throughput screen for small molecules that induce DNA re-replication in SW480 colon adenocarcinoma cells | SW480 DNA re-replication, Hoechst DNA content imaging, 48 h | Potency, µM (series often up to 46.1 µM), for the others: top-dose re-replication activation, usual class: activators | 340,000 tested, 1.8% active; also: potency is read from the fitted curve at half-maximal effect; % of control where 0% means no effect; nearly all actives have a fitted effect of over 55% in size
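Cells (250 per well) received 23 nL compound or DMSO by pin tool and were kept 48 hr at 37 C, 5% CO2. Nuclei were then stained with Hoechst for 40 min and scanned for DNA content.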
IL-1B inflam inh: qHTS for Inhibitors of Inflammasome Signaling: IL-1-beta AlphaLISA Primary Screen; THP-1 LPS/ATP IL-1B secretion, AlphaLISA, 16 h; active compounds read low; activity change, % at 57.5 µM; 360,000 tested, 4.7% active; in the data active = activity change below about -50%; inconclusive = mostly about -30% to -49%; also: % is scaled to controls: 0 for no effect and ±100 for the full control effect
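Secreted IL-1B measured by AlphaLISA bead assay after 16 h compound exposure of THP-1 cells; compounds (final up to 57.5 uM) added 1 h before LPS (250 ng/mL) and ATP (1.25 mM) stimulation; lower signal means less secretion.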
D3 ag: qHTS of D3 Dopamine Receptor Agonist: qHTS; AID 652048, 2013; max activation, %; D(3) dopamine receptor (Homo sapiens), P35462; D3R DiscoveRx beta-arrestin cells, luminescence, 90 min; 410,000 tested, 0.58% active; in the data active = max activation above about 30%; also: 0% is about no effect; mostly tested at two doses, the higher about 12 µM
Target sequence (P35462 whole entry, looked up): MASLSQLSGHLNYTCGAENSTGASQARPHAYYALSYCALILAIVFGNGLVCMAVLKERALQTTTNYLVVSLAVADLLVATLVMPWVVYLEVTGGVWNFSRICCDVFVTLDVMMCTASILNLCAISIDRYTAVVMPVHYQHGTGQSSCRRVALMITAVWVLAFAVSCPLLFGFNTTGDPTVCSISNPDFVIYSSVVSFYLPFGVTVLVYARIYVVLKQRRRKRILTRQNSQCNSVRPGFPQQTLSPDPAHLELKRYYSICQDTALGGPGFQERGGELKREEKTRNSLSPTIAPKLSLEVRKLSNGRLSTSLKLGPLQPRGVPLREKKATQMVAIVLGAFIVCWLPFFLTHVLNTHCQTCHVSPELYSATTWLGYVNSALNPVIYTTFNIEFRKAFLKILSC
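Cells at 1500/well, incubated overnight, then treated with pinned compounds (dopamine as control) for 90 min at 37 degrees C. DiscoveRx reagent added for 30 - 60 minutes at room temperature; luminescence read.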
KB-V1 MDR tox: qHTS assay for MDR1-selective chemotherapeutics: Primary screen using the drug-selected MDR subline cells KB-V1 | KB-V1 MDR cells viability, CellTiter-Glo, 72 h | Potency, µM (titrated, usually from 46.1 µM), inactives show at the top dose activity change, negative = cytotoxicity, most hits filed as cytotoxic | AID 1347076, 2019 | 400,000 tested, 3.4% active; also: potency is read from the fitted curve at half-maximal effect; % is scaled to controls: 0 for no effect and ±100 for the full control effect; nearly all actives have a fitted effect of over 60% in size
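Cytotoxicity toward P-gp-expressing KB-V1 cells was determined as loss of CellTiter-Glo luminescence after 72 h at 37 degrees C. Compounds were tested in quantitative HTS format across a concentration range, with curves fitted to normalized data.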
MCF10A rerep: A quantitative high throughput screen for small molecules that induce DNA re-replication in MCF 10a normal breast cells; 350,000 tested, 2.9% active; Potency, µM (doses to about 46.1 µM), for inactives: at the highest dose activity, positive = re-replication, usual class: activators; MCF 10A DNA re-replication, Hoechst nuclear intensity, 48 h; AID 624296, 2012; also: potency is read from the fitted curve at half-maximal effect; % of control where 0% means no effect; nearly all actives have a fitted effect of over 50% in size
HT1080NT lethal: qHTS for induction of synthetic lethality in tumor cells producing 2HG: qHTS for the HT-1080-NT fibrosarcoma cell line | HT-1080-NT fibrosarcoma viability, CellTiter-Glo ATP luminescence, 48 h | Potency, µM (top dose mostly 46.1 µM), inactives show at the highest dose activity, negative = less viability, actives largely listed as cytotoxic | 360,000 tested, 1.6% active | AID 686970, 2013;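 also: NT is the 2HG producing partner of a matched IDH1 knockdown line; potency is read from the fitted curve at half-maximal effect; 0% = DMSO-treated cells and -100% = media-only wells without cells; nearly all actives have a fitted effect of over 55% in size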
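Fibrosarcoma NT cells, 750 per well in 5% FBS RPMI, were exposed to compound for 48 hours. Viability: CellTiter-Glo luminescence.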
HT1080 IDH1KD tx: qHTS for induction of synthetic lethality in tumor cells producing 2HG: qHTS for the HT-1080-IDH1KD cell line | HT-1080 IDH1 knockdown viability, ATP luminescence, 48 h | Potency, µM (top dose mostly 46.1 µM), inactives show top-dose activity, negative = toxicity, usual class: cytotoxic | 360,000 tested, 2% active;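 also: potency is read from the fitted curve at half-maximal effect; 0% = DMSO wells and -100% = cell-free medium wells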
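Knockdown cells (IDH1KD HT-1080) received compounds 2 h after plating at 750 cells/well and were kept 48 h at 37 °C in 5% FBS RPMI. A CellTiter-Glo luminescence read gave % activity for curve fitting.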
HEK293 tox: qHTS of GLP-1 Receptor Inverse Agonists: Cytotox Screen; HEK293 cAMP-luciferase reporter cells, luminescence, 24 h; Potency, µM (doses to about 38.3 µM), inactives show top-dose activity change, negative = inhibition, hits mostly inhibitors; AID 624418, 2012; 410,000 tested, 0.13% active;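 also: loss of luciferase light is scored as toxicity; potency is read from the fitted curve at half-maximal effect; % is scaled to controls: 0 for no effect and ±100 for the full control effect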
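1536-well qHTS counterscreen of the MLSMR; 200 cells/uL, 12 h pre-incubation, 23 nL cpd, 24 h at 37 deg C 5% CO2, luciferase detection reagent, 12 min RT, luminescence. Inhibition = undesired.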
KB-3-1 cytotox: qHTS assay for MDR1-selective chemotherapeutics: Primary screen using the parental adenocarcinoma cell KB-3-1; Potency, µM (titrated, usually from 46.1 µM), for the others: top-dose activity change, negative = cytotoxic, most hits filed as cytotoxic; KB-3-1 viability, CellTiter-Glo ATP luminescence, 72 h; AID 1347075, 2019; 400,000 tested, 1.4% active; also: potency is read from the fitted curve at half-maximal effect; % is scaled to controls: 0 for no effect and ±100 for the full control effect; nearly all actives have a fitted effect of over 60% in size
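Parental KB-3-1 viability, qHTS format: 72 h compound exposure, 37 °C; CellTiter-Glo; media-only wells and DMSO plates as controls; concentration-effect fits on corrected data.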
Active calls of the source: *; ? = inconclusive; nt = not tested or not shown; & = joins results of further samples; [ ] = dose if it differs, or a comment. Unless noted, calls follow the shape of the dose curve; as a rule, active = well fitted curve in the direction sought with a large enough effect; inconclusive = small, poorly fitted or top-dose-only effect, or another doubt; inactive = no such curve, though single readings can be large; an effect the other way counts as inactive or inconclusive. Compounds as they come (roughly 11% active in at least one column).

The opening 2 records, ahead of the listing:
SMILES	SW480 rereplic	IL-1B inflam inh	D3 ag	KB-V1 MDR tox	MCF10A rerep	HT1080NT lethal	HT1080 IDH1KD tx	HEK293 tox	KB-3-1 cytotox
COc1ccc(C(=O)NC(=S)NNC(=O)CNC(=O)C2CCCCC2)cc1	-6%	17	1	?	2%	-2%	5%	1%	-9%
Cc1ccc(Nc2c(-c3ccc(N4CCOCC4)cc3)nc3cnccn23)cc1	?	-14	16	-11%	18µM*	-24%	-28%	29%	-10%

Results (from the top)
SMILES	SW480 rereplic	IL-1B inflam inh	D3 ag	KB-V1 MDR tox	MCF10A rerep	HT1080NT lethal	HT1080 IDH1KD tx	HEK293 tox	KB-3-1 cytotox
COc1ccc(C(=O)NC(=S)NNC(=O)CNC(=O)C2CCCCC2)cc1	-6%	17	1	?	2%	-2%	5%	1%	-9%
Cc1ccc(Nc2c(-c3ccc(N4CCOCC4)cc3)nc3cnccn23)cc1	?	-14	16	-11%	18µM*	-24%	-28%	29%	-10%
CCCCN(CCCC)CCn1cnc2c([nH]c3ccc(OC)cc32)c1=O	-7%	-4	-4&-13	?	15%	0%	11%	-19%&-6%	17%&-1%
CC(C)c1ccc(NC(=O)c2snc3ccc(Cl)cc23)cc1	?	-8	0	?	?	-24%	?	?	0.052µM*
N#CCN1CCCC(C(N)=O)C1 (stereo not drawn)	-3%	17	-3	?	7%	2%	0%	-15%	12%
Cc1[nH]c(=S)sc1Cc1ccc(F)cc1	4%	44	1	25%	3%	-1%	-7%	-8%	?
CC(=O)Nc1ccc(N(C(=O)CNC(=O)c2cccs2)C(C(=O)NCC2CCCO2)c2ccccc2)cc1 (stereo not drawn)	-8%	-19	-7	9%	-4%	2%	14%	-4%	8%
Cc1csc(-c2cnn(-c3ccccc3)c2NC(=O)c2cccc(F)c2)n1	-10%	0	5	0%	-7%	-5%	-1%	13%	-11%
O=c1c2[nH]cnc2n(-c2ccc(F)cc2)c(=O)n1Cc1ccccc1	-1%	0	-8	12%	3%	0%	-8%	9%	4%
Cc1ccc(S(=O)(=O)N2CCOCC2)cc1C(=O)OC(C)C(=O)NC1CCCC1 (stereo not drawn)	-9%	-23	-5	0%	5%	6%[9.24 µM]	2%	-19%	11%
COC(=O)c1ccc(CN2CCC(CO)(CCOc3ccccc3)CC2)cc1	?	-10	-16	-3%	4%	0%	7%	7%	0%
CCOc1ccc(N2C(=O)C3C(c4ccc(OC)cc4OC)NC(CCSC)(C(=O)OC)C3C2=O)cc1 (stereo not drawn)	-6%[1.84 µM]	14	10	-5%	-17%	8%	9%	-11%	0%
COc1ccc(N=C(NN)c2ccc3ccccc3n2)cc1	-7%	0	3	?	?	-8%	-5%	?	6%
O=C(Cn1nnc(-c2ccccc2)n1)N1CCN(c2ccc(F)cc2)CC1	-10%	-1	-15	-14%	0%	21%	20%	-3%	-4%
COc1ccc(NC(=O)c2cnn3c(C(F)(F)F)cc(-c4ccco4)nc23)cc1OC	-1%	-20	5	0%	0%	6%	3%	19%	0%

Rewritten with bars between the fields: part of the list above.
compound | SW480 rereplic | IL-1B inflam inh | D3 ag | KB-V1 MDR tox | MCF10A rerep | HT1080NT lethal | HT1080 IDH1KD tx | HEK293 tox | KB-3-1 cytotox
CC(C)c1ccc(NC(=O)c2snc3ccc(Cl)cc23)cc1 | ? | -8 | 0 | ? | ? | -24% | ? | ? | 0.052µM*
N#CCN1CCCC(C(N)=O)C1 (stereo not drawn) | -3% | 17 | -3 | ? | 7% | 2% | 0% | -15% | 12%
Cc1[nH]c(=S)sc1Cc1ccc(F)cc1 | 4% | 44 | 1 | 25% | 3% | -1% | -7% | -8% | ?

Next part.
SMILES	SW480 rereplic	IL-1B inflam inh	D3 ag	KB-V1 MDR tox	MCF10A rerep	HT1080NT lethal	HT1080 IDH1KD tx	HEK293 tox	KB-3-1 cytotox
O=C(CCN1C(=O)COc2ccccc21)NCCN1CCc2ccccc2C1	0%	4	-33	-25%	-3%	0%	-12%	-16%	9%
Cc1nonc1OCCn1nnnc1N	-9%	0	-16	-2%	5%	-5%	7%	-8%	-3%
COc1cc(-c2nnc(NC(=O)CS(=O)(=O)c3ccc(C)cc3)o2)cc(OC)c1OC	-42%[inhibitor]	13	0	1%	4%	4%	0%	-10%	4%
OCCN(CCO)CC(O)COc1ccc(C23CC4CC(CC(C4)C2)C3)cc1 (stereo not drawn)	?	?	3	?	?	-7%	4%	?	0%
Cn1c(N)c(C(=O)COC(=O)CCC(=O)c2cccs2)c(=O)n(C)c1=O	-9%	36	-4	21%	-1%	6%	21%	-5%	0%
OC(CN1CCCCC1)c1ccc(Br)cc1 (stereo not drawn)	3%	26	-13	-13%	8%	-1%	-4%	14%	-4%
CCCCCCc1ccc(OCC(=O)O)cc1OCC(=O)O	-5%	3	1	2%	7%	-3%	0%	-5%	5%
CCNC(=S)NNC(=O)CCn1cc(C)cn1	0%	16	-8	21%	-2%	20%	13%	-24%	1%
COc1c(C)cc(Br)cc1C(=O)Nc1ccccc1C	-37%[inhibitor]	-9	-19	-13%	1.5µM*	16%	1%	9%	-3%
COc1ccc(CN2C(=NC(=O)COc3ccccc3)SC3CS(=O)(=O)CC32)cc1 (stereo not drawn)	-1%	-2	-2	-18%	7%	-17%	-11%	-9%	5%
COc1ccc2c(c1)CC(C(=O)Nc1cccc(C)c1C)CO2 (stereo not drawn)	nt	nt	2	2%	nt	nt	nt	5%	2%
CN(C)CCCNc1nc(-c2ccc(Cl)cc2)nc2ccccc12	8%	-62*	6	-26%	-2%	?	?	?	-3%
CC1CCc2nc3ncn(Cc4cccc(F)c4)c(=O)c3cc2C1 (stereo not drawn)	nt	nt	-18	-5%	nt	nt	nt	-7%	-3%
Cc1ccc(NS(=O)(=O)c2ccc(CCC(=O)NCCO)cc2)cc1	0%	-13	-48	0%	-1%	0%[9.24 µM]	-22%	8%	-1%
CCOC(=O)c1c(C)c(C(=O)NCc2ccccn2)c(C)n1CC	?	12	7	16µM*	18%	-14%	-1%	-3%	4%
Cc1ccc(Cl)cc1NC(=O)c1ccc(-c2nc(CSc3ccccc3)c(C)o2)cc1	nt	nt	-5	-28%	nt	nt	nt	-6%	?
CCN(CC)CCN1C(=O)C2C(C(=O)Nc3cccc(SC)c3)C3C=CC2(O3)C1C(=O)NC1CCCC(C)C1C (stereo not drawn)	18µM*	-29	-9	?	12%	-15%	-25%	-22%	1%
COc1cc(OC)cc(C(=O)NCC2CCCN(C(=O)c3csc(C)n3)C2)c1 (stereo not drawn)	9%	6	-13	-7%	7%	0%	-4%	5%	-18%
Cc1ccc(S(=O)(=O)Nc2ccc(NC(=O)Nc3ccc(F)cc3F)cc2)cc1	-70%[inhibitor]	?	-8	23µM*	?	0%	-12%	-4%	?
O=C(NCC(c1cccs1)N1CCOCC1)c1ccccc1NS(=O)(=O)c1ccc(Br)cc1 (stereo not drawn)	?	-9	1	?	?	-9%	2%	1%	-27%
Cn1c(-c2ccc3c(c2)OCO3)cnc1NCc1ccc(Cl)cc1	3%	0	-3	7%	0%	-5%	0%	0%	7%
CC(C)N(C(=O)c1nn(C)c2c1CSc1ccccc1-2)C1CCCCC1	8%	-18	-3	-29%	?	?	-22%	-12%	-9%
Cc1ccccc1OCC(O)CN1CCN(CC(O)COc2ccccc2C)CC1 (stereo not drawn)	7%	-12	-18	-2%	3%	-15%	-23%	-6%	-20%
Cc1nn(Cc2ccccc2Cl)c(C)c1C(=O)NCc1ccco1	-9%	-26	12	0%	3%	10%	14%	-9%	-5%
COc1ccc(CC(=O)Nc2cc(S(C)(=O)=O)ccc2Cl)cc1S(=O)(=O)N1CCOCC1	-7%	12	3	-10%	-2%	10%	13%	-14%	1%

One compound at a time, as listed above:
Record of CCN(CC)CCN1C(=O)C2C(C(=O)Nc3cccc(SC)c3)C3C=CC2(O3)C1C(=O)NC1CCCC(C)C1C (stereo not drawn) → SW480 rereplic = 18µM*; IL-1B inflam inh = -29; D3 ag = -9; KB-V1 MDR tox = ?; MCF10A rerep = 12%; HT1080NT lethal = -15%; HT1080 IDH1KD tx = -25%; HEK293 tox = -22%; KB-3-1 cytotox = 1%
Record of Cc1ccc(Cl)cc1NC(=O)c1ccc(-c2nc(CSc3ccccc3)c(C)o2)cc1 → SW480 rereplic = nt; IL-1B inflam inh = nt; D3 ag = -5; KB-V1 MDR tox = -28%; MCF10A rerep = nt; HT1080NT lethal = nt; HT1080 IDH1KD tx = nt; HEK293 tox = -6%; KB-3-1 cytotox = ?
